Screens (PubChem)
TRPC6 inhibitor: inhibitors of mouse TRPC6 channel; Q61143; HEK293-TRPC6, membrane potential dye, ACh-evoked depolarization; hits give low values; B-score at 10 µM; 1.1% of 310,000 active; AID 2553;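 active means B-score under library mean minus 3 SD, initial fluorescence not abnormally high, positive integrated signal ratio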;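 further: B-score derived from integrated fluorescence ratio over the kinetic read; more negative B-score means stronger inhibition of depolarization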
Target sequence (Q61143 whole entry, looked up): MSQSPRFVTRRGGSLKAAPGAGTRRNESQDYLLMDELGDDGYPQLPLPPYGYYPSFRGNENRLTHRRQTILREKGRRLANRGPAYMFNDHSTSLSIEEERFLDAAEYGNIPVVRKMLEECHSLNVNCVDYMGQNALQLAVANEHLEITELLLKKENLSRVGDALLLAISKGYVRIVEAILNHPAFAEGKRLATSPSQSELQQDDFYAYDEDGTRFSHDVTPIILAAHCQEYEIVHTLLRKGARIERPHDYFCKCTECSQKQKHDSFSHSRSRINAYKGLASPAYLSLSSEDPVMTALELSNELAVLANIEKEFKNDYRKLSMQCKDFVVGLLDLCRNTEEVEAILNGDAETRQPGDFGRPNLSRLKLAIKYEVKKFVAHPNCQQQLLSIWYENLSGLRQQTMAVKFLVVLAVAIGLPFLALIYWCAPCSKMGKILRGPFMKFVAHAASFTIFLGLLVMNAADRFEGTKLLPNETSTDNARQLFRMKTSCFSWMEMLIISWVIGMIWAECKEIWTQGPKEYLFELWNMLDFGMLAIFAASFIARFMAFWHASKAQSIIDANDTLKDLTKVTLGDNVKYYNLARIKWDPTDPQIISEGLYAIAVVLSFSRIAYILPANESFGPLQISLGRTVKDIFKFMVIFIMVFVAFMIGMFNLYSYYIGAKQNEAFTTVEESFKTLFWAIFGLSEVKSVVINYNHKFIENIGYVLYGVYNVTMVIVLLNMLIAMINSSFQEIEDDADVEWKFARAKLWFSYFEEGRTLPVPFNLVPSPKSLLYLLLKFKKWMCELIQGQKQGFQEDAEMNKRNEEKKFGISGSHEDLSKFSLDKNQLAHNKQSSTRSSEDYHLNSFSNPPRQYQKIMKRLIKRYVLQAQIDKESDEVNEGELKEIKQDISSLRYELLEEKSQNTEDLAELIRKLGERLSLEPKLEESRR
aSyn 5UTR inh: 5' untranslated region of α-synuclein, MLPCN primary screen | alpha-synuclein 5'UTR reporter, inhibitor activity | 0.82% of 300,000 active | inhibition, % (tested at 7.5 µM); in the data active means inhibition above about 60%;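 further: H4 neuroglioblastoma cells stably carrying SNCA 5'UTR luciferase fusion; 0% = DMSO wells and 100% = positive control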
TRPC4 agonist: activators of mouse TRPC4 channel; AID 2237; B-score at 10 µM; 0.49% of 310,000 active; Q9QUQ5; HEK293 TRPC4beta/mu-opioid, Fluo4 calcium fluorescence; hits give high values;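 active means B-score above 5 SD of library B-scores, and initial fluorescence ratio not above library mean plus 5 SD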;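 further: positive B-score marks a calcium rise read as TRPC4 activation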
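System – HEK293 cells stably co-expressing mouse TRPC4beta and mu-opioid receptor · Signal – Fluo4 calcium-sensitive dye fluorescence, kinetic, 1 Hz baseline · Benchmarks – buffer (low) and maximal DAMGO (high) · Read-out – B score of integrated fluorescence ratio per well · Incubation – dye loading 45 min room temperature, 110 s kinetic read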
HIF act: HIF pathway transcriptional activation | U2OS HRE-luciferase reporter, luminescence; normalized: DMSO 0%, desferrioxamine 100% | 0.32% of 300,000 active | activation, % at 7.5 µM (by protocol) | AID 1910;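 active means mean activation of at least 10% of the iron chelator positive control signal, with at least half of replicates also reaching 10%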
IEC-6 cytotox: counter-screen for KLF5 inhibitors: cytotoxicity in IEC-6 cells | IEC-6 cytotoxicity, luminescence viability | inhibition, % at 5 µM | 0.78% of 290,000 active; in the data active means inhibition above about 22%;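 further: 0% = plate median of test compound wells and 100% = cytotoxic reference compound wells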
TRPC6 activator: activators of mouse TRPC6 channel | Q61143 | HEK293-TRPC6 membrane potential dye fluorescence; hits give high values | B-score at 10 µM | 0.13% of 310,000 active | AID 2550;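 active means B-score of the integrated fluorescence ratio above library mean plus 3 SD, and starting fluorescence ratio within library mean plus 5 SD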;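 further: higher score means more depolarization so channel activation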
TRPC4 inh: blocks the mouse TRPC4 cation channel | HEK293 TRPC4beta/mu-opioid, DAMGO-evoked Fluo4 calcium flux; hits give low values | Q9QUQ5 | B-score at 10 µM | 0.39% of 300,000 active;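 active means B-score over 3 SD under the library average, no early fluorescence shift, positive overall ratio signal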
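Assay system: HEK293 cells with stable TRPC4beta plus mu-opioid receptor expression. Dosing: single dose. Measured by: Fluo4 Ca2+ flux fluorescence. Also added: DAMGO in two steps, submaximal then maximal. Read-out: B score from integrated Fluo4 fluorescence ratio.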
TRPC4 potent: allosterically enhances the mouse TRPC4 cation channel. Q9QUQ5. HEK293 TRPC4beta/mu-opioid, DAMGO EC20, Fluo-4 Ca2+ flux; hits give high values. B-score at 10 µM. 0.42% of 310,000 active;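 active means B-score of calcium response area above 5 SD of library B-scores, with initial fluorescence ratio within 5 SD of library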;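 further: B-score of integrated fluorescence ratio over time as area under calcium response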
KLF5 inh: inhibitors of KLF5 expression. DLD-1 KLF5 promoter-luciferase reporter, luminescence. inhibition, % at 5 µM. 0.23% of 290,000 active. AID 1700;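 active means inhibition above a per-plate limit of that plate's mean compound inhibition plus 3 SD, cut at about 60% in these data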;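 further: 0% = DMSO wells and 100% = LY294002 at 200 µM; higher means less KLF5 promoter-driven luciferase light; inactives centre near -14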
MrgX1 antag: blocks BAM8-22 activation of human MrgX1 receptor. MRGX1-HEK293 calcium flux, Fluo-4, BAM8-22 antagonism; hits give low values. Q96LB2. AID 588676. 1.3% of 310,000 active. B-score at 10 µM;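 active means calcium-response B-score plate-corrected more than 3 library SD below zero, starting fluorescence within 5 deviations, no agonist response on first addition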;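 further: peak minus trough fluorescence over baseline after final BAM8-22 challenge near maximal dose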
SKKanGAS inh: SKKanGAS growth inhibition | S. pyogenes SKKanGAS, kanamycin growth, BacTiter-Glo, 6 h | inhibition, % at 7.5 µM | 1.3% of 300,000 active;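 active means mean replicate score, as percent of positive control median, at least 50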;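 further: strain carries kanamycin resistance gene driven by streptokinase promoter and grows in 40 µg/ml kanamycin; loss of luminescence reflects streptokinase promoter inhibition or plain growth inhibition; 0% = median of DMSO wells and 100% = positive control at its reference dose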
Active calls of the source: *; i = inactive; nt = no result given.

SMILES	TRPC6 inhibitor	aSyn 5UTR inh	TRPC4 agonist	HIF act	IEC-6 cytotox	TRPC6 activator	TRPC4 inh	TRPC4 potent	KLF5 inh	MrgX1 antag	SKKanGAS inh
Cc1c(C(=O)NCC2CCCO2)oc2ccc(S(=O)(=O)N3CCCCC3)cc12 (stereo unspecified)	i	0	i	-0.4	6	i	i	i	7	-7.2*	-2
COc1ccccc1NC1=C(NC(C)=O)C(=O)c2ccccc2C1=O	i	-39	i	-0.7	20	i	i	i	-48	nt	-5
COC(=O)c1sc(S(=O)(=O)NCc2cccs2)c(C(=O)OC)c1C	i	-14	i	0.1	5	i	i	i	2	i	-1
COC(=O)[C@@]1(Cc2ccc(F)cc2)[C@H]2c3cc(C(=O)N(C)C)n(CCc4ccc(OC)c(Br)c4)c3C[C@H]2CN1C(=O)c1ccccc1	i	4	i	0.3	-4	i	i	i	-22	i	27
O=C(Nc1cc(=O)[nH]c2ncnn12)c1ccccc1Cl	i	-1	i	-0.1	-5	i	i	i	-7	i	15
CCCNc1c(NS(=O)(=O)c2ccc(C3CCCCC3)cc2)c(=O)oc2ccccc12	i	-4	i	0.3	4	i	i	i	7	i	4
COc1ccc(-n2cc(C#N)c(=O)n(Cc3ccc(F)cc3)c2=O)cc1	i	23	i	1.9	0	i	i	i	22	i	-6
Cc1ccc(NC(=O)c2cc(C(=O)Nc3ccc(C)cc3)n(C)n2)cc1	i	4	i	0.0	nt	i	i	i	nt	i	5
COc1cccc2cc(C(=O)Nc3ccccc3Cl)/c(=N/NS(=O)(=O)c3ccccc3)oc12	i	-21	i	0.7	14	i	i	i	-5	i	2
COc1ccc(C(=O)OCC(=O)NCC2CCCO2)cc1[N+](=O)[O-] (stereo unspecified)	i	9	i	-0.2	-1	i	i	i	10	i	5
Cc1ccc(SCc2cc(=O)[nH]c(Nc3nc(C)c4ccccc4n3)n2)cc1	i	5	i	-0.9	-5	i	i	i	-37	i	15
NS(=O)(=O)c1cccc2cccnc12	i	10	i	-2.2	-3	i	i	i	-37	i	1
O=C(CNCc1ccco1)Nc1cccc(S(=O)(=O)N2CCCCC2)c1	i	-2	i	-0.2	-4	i	i	i	-18	i	-3
COc1ccc(-c2nc(-c3ccccc3)c(-c3cc([N+](=O)[O-])ccc3C)[nH]2)cc1OC	i	-27	i	-0.5	-3	i	i	i	-6	i	19
O=C(Nc1ccc(F)cc1)c1cc(-c2ccncc2)nc2c(Cl)cccc12	i	26	i	-0.8	1	i	i	i	-14	i	6
Cc1nc(Nc2cccc(Cl)c2)c2oc3ccccc3c2n1	i	-31	i	-1.3	9	i	i	i	-23	i	21
CCOc1ccc(N(CC(=O)N2CCc3ccccc32)S(=O)(=O)c2c(C)noc2C)cc1	i	28	i	nt	8	i	i	i	-15	i	-1
COc1cc2[nH]c(-c3cccc(F)c3)cc(=O)c2cc1OC	i	5	i	0.6	-7	i	i	i	10	i	-2
O=S(=O)(c1ccccc1)c1ccc(N2CCCCCC2)cc1	i	-34	i	0.2	-4	i	i	i	-32	i	12
O=C(Cc1cc(=O)[nH]c(=O)[nH]1)N1CCC(Cc2ccccc2)CC1	i	15	i	-0.1	4	i	i	i	-20	i	-3
COc1ccc(-c2cnc3nc(/N=C/N(C)C)nn3c2/N=C/N(C)C)cc1	i	7	i	0.2	5	i	i	i	-2	i	6
COc1ccc(CCNC(=O)C2CCN(C(=O)N(C)C)CC2)cc1OC	i	21	i	-0.1	-2	i	i	i	-31	i	-13
O=S(=O)(c1cccs1)N1CN(Cc2ccco2)c2nc3ccccc3nc21	i	-20	i	0.3	-2	i	i	i	-3	i	20
Cc1ccc(C(=O)Nc2ccccc2C(=O)N2CCN(c3ccccc3)CC2)cc1	i	-13	i	0.8	-2	i	i	i	-32	i	-4

Records above shown as hits in MrgX1 antag.
| SMILES | aSyn 5UTR inh | TRPC4 agonist | TRPC6 activator | TRPC4 inh | TRPC4 potent | KLF5 inh | MrgX1 antag |
| --- | --- | --- | --- | --- | --- | --- | --- |
| Cc1c(C(=O)NCC2CCCO2)oc2ccc(S(=O)(=O)N3CCCCC3)cc12 (stereo unspecified) | 0 | i | i | i | i | 7 | -7.2* |

Next section:
SMILES	TRPC6 inhibitor	aSyn 5UTR inh	TRPC4 agonist	HIF act	IEC-6 cytotox	TRPC6 activator	TRPC4 inh	TRPC4 potent	KLF5 inh	MrgX1 antag	SKKanGAS inh
COc1ccccc1CNC(=O)Cn1cc([N+](=O)[O-])ccc1=O	i	-6	i	-0.4	-11	i	i	i	-11	i	-5
COc1ccc(C2C(C#N)=C(N)OC3=C2C(=O)CC(C)(C)C3)cc1OC (stereo unspecified)	i	-16	i	-0.1	9	i	i	i	-6	i	5
Cc1ccc(-c2csc3nnc(SCC(=O)Nc4nsc(-c5ccccc5)n4)n23)cc1	i	15	i	0.2	4	i	i	i	2	i	11
c1ccc2c(Oc3ccc4c(c3)OCO4)nncc2c1	i	-71	i	0.7	-3	i	i	i	-141	i	2
Cc1cccc(Nc2ncccc2C(=O)NCc2cccs2)c1C	i	15	i	-0.5	-2	i	i	i	0	i	6
Cc1cc(C)nc(NC(=O)CN2C(=O)c3ccccc3C2=O)n1	i	4	i	-0.2	-4	i	i	i	-28	i	-1
O=C(CCNC(=O)c1ccccc1)OCC(=O)c1ccccc1	i	-8	i	0.1	-4	i	i	i	17	i	-5
CN(C)CC1CCCCC1OC(=O)c1ccc(Cl)cc1 (stereo unspecified)	i	11	i	0.2	0	i	i	i	-4	i	1
N#C/C(=C\c1cccs1)C(=O)c1ccccc1Cl	i	-11	i	2.4	-2	i	i	i	-12	i	1
CCCCN1C=CC(=C2C(=O)c3ccccc3C2=O)C=C1	i	98*	i	-4.0	19	i	i	i	95*	i	26
Cc1ccc(N(C(=O)CNC(=O)c2ccco2)C(C(=O)NCC2CCCO2)c2ccccc2)cc1C (stereo unspecified)	i	-7	i	-21	0	i	i	i	-20	i	2
CC1CCN(S(=O)(=O)c2ccc(C(C)C)cc2)CC1	i	7	i	0.1	-4	i	i	i	4	i	-8
COc1cc(CNC2CCCCCCC2)c(Br)cc1OCCO	i	-1	i	-0.8	5	i	i	i	-29	i	-1
Cc1ccc2nc(C)cc(C(=O)N3CCCC(N4CCN(c5ccccc5C)CC4)C3)c2c1 (stereo unspecified)	i	-6	i	-0.2	-2	i	i	i	-12	i	0
CSC(=Nc1ccc(Cl)cc1)N[n+]1ccccc1	i	-4	i	-14	7	i	i	i	14	i	-4
COC(=O)c1ccccc1CC1SC(N)=NC1=O (stereo unspecified)	i	3	i	-0.6	1	i	i	i	-23	i	1
CCC(C(=O)NCc1ccccc1OC)n1nc(C)n2c(cc3occc32)c1=O (stereo unspecified)	i	-2	i	-0.1	-2	i	i	i	-4	i	-6
Cc1nc2ccc(Cl)cc2c(-c2ccccc2Cl)c1CC(=O)O	i	30	i	0.0	-4	i	i	i	-23	i	-11
CC(C)(C)NC(=O)CSCc1ccc(Br)cc1	i	33	i	-0.2	-5	i	i	i	-19	i	13
COCCC(=O)N1CCC(Oc2ccc(C(=O)NC3Cc4ccccc4C3)cc2)CC1	i	-6	i	-0.9	-4	i	i	i	-34	i	-7
N#CCC(=O)Nc1nc(-c2ccc3c(c2)OCCO3)cs1	i	-54	i	0.6	-4	i	i	i	-25	i	22
CCOc1ccc(C(CC(=O)O)NC(=O)COc2ccccc2)cc1 (stereo unspecified)	i	-6	i	0.3	-1	i	i	i	-45	i	2
CC(=O)NCCn1c(SCC(=O)Nc2ccc(C)cc2)nc2ccccc2c1=O	i	20	i	1.4	-2	i	i	i	6	i	-4
COc1ccccc1-c1nnc(NC(=O)c2ccc3c(c2)OCO3)s1	i	45	i	-2.2	1	i	i	i	-42	i	-7
O=C1CCC2c3ccc4ccccc4c3CCN12 (stereo unspecified)	i	17	i	-0.1	-1	i	i	i	-32	i	8
COc1cc(C(=O)NCc2ccc3[nH]c(C)cc3c2)cc(OC)c1OC	i	-8	i	-0.9	0	i	i	i	-26	i	3
O=C(O)/C=C/C(=O)NCc1csc2ccccc12	i	-27	i	0.0	-1	i	i	i	-9	i	-4
CN(C)CCNC(C(=O)Nc1cc(Cl)cc(Cl)c1)c1ccccc1 (stereo unspecified)	i	-20	i	0.4	2	i	i	i	-5	i	1
c1ccc(-c2nc(NCc3ccco3)c3oc4ccccc4c3n2)cc1	i	-5	i	0.0	9	i	i	i	-24	i	28
COC(=O)CSc1n[nH]c(=S)s1	i	12	i	-0.2	-4	i	i	i	-9	i	0
CCOc1ccc(N(C(C)=O)c2nc(C)cc(C)c2C#N)cc1	i	-22	i	-0.4	1	i	i	i	-14	i	-3
C=CCNC(=O)CSc1n[nH]c(-c2cc(Cl)ccc2OC)n1	i	10	i	-0.3	2	i	i	i	-8	i	-5
O=C1c2cccc(OCC(=O)N3CCCc4ccccc43)c2CCN1Cc1ccc(F)cc1	i	21	i	-0.4	-3	i	i	i	-27	i	9
Fc1ccccc1NC(=S)NCCc1ccc(Cl)cc1	i	nt	i	nt	1	i	i	i	-125	i	nt
CCOc1ccc(C(=O)NCC(=O)Nc2ccc(N3CCOCC3)cc2)cc1OCC	i	-46	i	0.9	0	i	i	i	-17	i	-13
CCOC(=O)CC(N)c1ccc2c(c1)OCO2 (stereo unspecified)	i	-4	i	0.1	-5	i	i	i	4	i	1
Cc1ccc(NS(=O)(=O)c2ccc(-n3cccn3)cc2)cc1C	i	4	i	-0.7	7	i	i	i	-16	i	2
O=[N+]([O-])c1ccccc1/C=C/CN1CCN(Cc2ccc3c(c2)OCO3)CC1	i	6	i	-14	-4	i	i	i	-42	i	1
Cc1cc(C)n(-c2ncccc2[N+](=O)[O-])n1	i	3	i	-0.8	-2	i	i	i	-32	i	-9
CCCCC(O)(CCN1CCOCC1)c1ccc(Cl)cc1 (stereo unspecified)	-8.9*	4	i	-0.1	0	i	i	i	-25	i	-5
CCN(CC)c1ccc(/C=N/N=C(c2ccccc2)c2ccccc2)c(O)c1	i	21	i	-0.5	3	i	i	i	-30	i	-5
CCN(CC)S(=O)(=O)c1cccc(C(=O)NC2=NCCS2)c1	i	11	i	-0.3	-5	i	i	i	-54	i	nt
COC(=O)c1sccc1NC(=O)C1CC2CCC1C2 (stereo unspecified)	i	44	i	-0.6	9	i	i	i	1	i	14
CNS(=O)(=O)c1cc(C(=O)NCc2ccco2)ccc1Cl	i	-1	i	0.0	-2	i	i	i	17	i	4

The order is random. Share with any hit: about 5.8%.
